High-throughput results as filed in PubChem BioAssay.
NOD2 inhibition – inhibition of NOD2-driven NF-kB reporter – cell-based, luminescence, uHTS, HEK293 (AID 1566). HEK293 NOD2/NF-kB luciferase reporter, luminescence; higher % means a stronger effect. 0.63% of 290,000 active. one-dose inhibition, % at 4 µM; EC50 in µM for titrated hits; note: many of its hits are not listed in these tables
HIV fusion peptide – cell-free HIV fusion peptide-binding blockers – biochemical, uHTS, fluorescence dequenching, primary screen (AID 1986); cell-free peptide binding, fluorescence dequenching, 30 min; higher % means a stronger effect; inhibition, % at 20 µM, or IC50 in µM where a hit was titrated; 0.3% of 290,000 active; in the data active = inhibition mostly above about 52%, no sharp cut-off; inactive = mostly below about 76%; note: some results filed as inactive read as strong as hits
SIAH1 antagonists – Siah-1 peptide-binding antagonists, primary screen, biochemical, fluorescence polarization, rhodamine-plectin, uHTS (AID 1817) | Siah-1 / rhodamine-plectin peptide fluorescence polarization; higher % means a stronger effect | displacement, % at 20 µM, or IC50 in µM where a hit was titrated | 0.02% of 290,000 active;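 active = displacement of at least 50% at 20 µM, with a fluorescence ratio check between 0.3 and a set limit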;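 note: plate controls were Siah plus tracer with DMSO for no effect and tracer alone without Siah for full effect; strong numbers were not always called active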
Myeloid diff MLP – compounds promoting myeloid differentiation; calls only at 10 µM; ER-HoxA9 myeloid progenitors, lysozyme-GFP differentiation, flow cytometry; 1% of 360,000 active;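 active = normalized GFP-positive differentiation at or above the plate's own cutoff, the solvent-only control mean plus 3 SD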;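 note: cells exposed to compound for four days before flow analysis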
Lipid droplet – hepatic lipid droplet formation modulation. inhibition, % at 6.5 µM. AML12 mouse hepatocytes, oleate lipid droplets, BODIPY imaging. AID 1656. 0.4% of 240,000 active;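 active = lipid droplet intensity inhibited by at least 50%, with more than 500 cells counted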
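Assay system: AML12 mouse liver cells | Compound dosing: One dose, 6.5 µM compound | Read-out basis: Droplet intensity reduction, % inhibition | Measured by: Fluorescence imaging, 20x objective, two fields per well | Schedule: Overnight treatment with compound plus oleate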
AID2073 – inhibitors of Mint1-CaV2.2 protein interaction, biochemical, HTRF (AID 2073); 0.19% of 290,000 active; HTRF protein-protein interaction, Mint1-CaV2.2; higher % means a stronger effect; inhibition, % at 20 µM, or IC50 in µM where a hit was titrated; in the data active = inhibition mostly above about 51%, no sharp cut-off; note: some results filed as inactive read as strong as hits
LYP inhibition – PTPN22 lymphoid phosphatase activity blockers – biochemical, fluorescence intensity, uHTS (AID 1779); recombinant LYP phosphatase, fluorescence intensity; higher % means a stronger effect; one-dose inhibition, % at 11.5 µM; IC50 in µM for titrated hits; 0.054% of 290,000 active;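 note: plate controls were vehicle with enzyme for no effect and no enzyme for full effect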
Dengue-2 NS5 capping – Dengue-2 NS5 methyltransferase inhibitors, primary screen, biochemical, confirmation dose response (AID 588689) | Dengue-2 NS5 methyltransferase capping enzyme assay, biochemical; higher % means a stronger effect | one-dose inhibition, % at 25 µM; IC50 in µM for titrated hits | 0.3% of 340,000 active; in the data active = a potency from the dose series
XIAP antagonists – XIAP antagonists, biochemical, IAP family, fluorescence polarization (AID 1018); XIAP BIR domain, fluorescence polarization peptide displacement; higher % means a stronger effect; displacement, % at 20 µM, or IC50 in µM where a hit was titrated; 0.007% of 200,000 active; in the data active = displacement above about 50%; note: a part of the inactive calls stands beside numbers as strong as those of hits
Lipid droplet cells 6.5 µM – also measured in Lipid droplet; calls as there; cell count; measured here: cell count, cytotoxicity flag;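 cells counted across two imaged fields per well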
Dengue-2 NS5 capping pilot replicate – further read-out of Dengue-2 NS5 capping, marked with its call; inhibition, %; measured here: pilot screen replicate inhibition
Myeloid diff MLP GFP+ MAC1+ % – recorded beside Myeloid diff MLP, whose call it bears; GFP+ MAC1+ double positive, %; measured here: differentiation confirmed by MAC1 staining
The depositor's hits bear a star. Cut-off read from the data, not from the text of the source, unless noted: active = inhibition above about 50%; inactive = the rest. Only part of the results is shown; count on the stated rates, not on these rows.

What do the screens show for `CCC(=O)N(Cc1c(C)nn(-c2ccccc2)c1Cl)c1ccc(Cl)cc1`?
NOD2 inhibition: -29.4%; HIV fusion peptide: 0.9%; SIAH1 antagonists: 1.9%; Myeloid diff MLP: inactive; Lipid droplet: -1.9; AID2073: -1.0%; LYP inhibition: -3.0%; Dengue-2 NS5 capping: -11.2%; XIAP antagonists: -6.0%; Lipid droplet cells 6.5 µM: 592; Myeloid diff MLP GFP+ MAC1+ %: 1.4

What do the screens show for `CSc1ccccc1OCc1cc(C(=O)N2CCc3sccc3C2)no1`?
NOD2 inhibition: 11.8%; HIV fusion peptide: 0.1%; SIAH1 antagonists: 1.1%; Myeloid diff MLP: inactive; Lipid droplet: 0.1; AID2073: 3.2%; LYP inhibition: -12.0%; Dengue-2 NS5 capping: -4.7%; Lipid droplet cells 6.5 µM: 708; Myeloid diff MLP GFP+ MAC1+ %: 0.4

Results for Cc1cc(C)c(S(=O)(=O)Nc2c(C)n(C)n(-c3ccccc3)c2=O)cc1[N+](=O)[O-] ?
NOD2 inhibition: 21.1%; HIV fusion peptide: -0.8%; SIAH1 antagonists: -4.0%; Myeloid diff MLP: inactive; Lipid droplet: 21.9; AID2073: 12.5%; LYP inhibition: -6.5%; Dengue-2 NS5 capping: -12.4%; Lipid droplet cells 6.5 µM: 823; Myeloid diff MLP GFP+ MAC1+ %: 0.7

How did C[C@H](NC(=O)c1nc[nH]c1C(=O)N[C@@H](C)c1ccccc1)C(=O)OC(C)(C)C do in these assays?
NOD2 inhibition: 13.0%; HIV fusion peptide: 1.3%; SIAH1 antagonists: -0.6%; Myeloid diff MLP: inactive; Lipid droplet: -11.1; AID2073: 0.7%; LYP inhibition: -7.9%; Dengue-2 NS5 capping: 3.6%; XIAP antagonists: 0.3%; Lipid droplet cells 6.5 µM: 716; Myeloid diff MLP GFP+ MAC1+ %: 2.1

Results for CCN1C(=O)C2(C(C#N)=C(N)Oc3n[nH]c(-c4ccc(Cl)cc4)c32)c2ccccc21 (centres undefined) ?
NOD2 inhibition: 10.1%; HIV fusion peptide: -1.1%; SIAH1 antagonists: -2.3%; Myeloid diff MLP: inactive; Lipid droplet: -6.2; AID2073: -2.0%; LYP inhibition: -5.7%; Dengue-2 NS5 capping: -0.6%; XIAP antagonists: -7.9%; Lipid droplet cells 6.5 µM: 786; Dengue-2 NS5 capping pilot replicate: -3.3; Myeloid diff MLP GFP+ MAC1+ %: 0.4

What do the screens show for `O=C(NCCN1CCOCC1)/C(=C/c1ccccc1)NC(=O)c1ccccc1`?
NOD2 inhibition: -9.5%; HIV fusion peptide: -0.5%; SIAH1 antagonists: -1.7%; Myeloid diff MLP: inactive; Lipid droplet: -5.8; AID2073: 8.7%; LYP inhibition: -5.8%; Dengue-2 NS5 capping: 0.0%; Lipid droplet cells 6.5 µM: 838; Myeloid diff MLP GFP+ MAC1+ %: 1.3

What do the screens show for `COc1ccc(/C=N/NC(=O)c2ccn[nH]2)cc1Cn1cc([N+](=O)[O-])cn1`?
NOD2 inhibition: 11.1%; HIV fusion peptide: -1.8%; SIAH1 antagonists: 1.7%; Myeloid diff MLP: inactive; Lipid droplet: -1.0; AID2073: 3.0%; LYP inhibition: 6.7%; Dengue-2 NS5 capping: 3.9%; Lipid droplet cells 6.5 µM: 737; Myeloid diff MLP GFP+ MAC1+ %: 1.5

How did Cc1ccc(C)c(SCC(=O)Nc2cccc(S(=O)(=O)NC3=NCCCCC3)c2)c1 do in these assays?
NOD2 inhibition: 9.5%; HIV fusion peptide: -1.7%; SIAH1 antagonists: 0.3%; Myeloid diff MLP: inactive; Lipid droplet: 3.1; AID2073: -1.0%; LYP inhibition: 1.3%; Dengue-2 NS5 capping: 2.9%; XIAP antagonists: 1.2%; Lipid droplet cells 6.5 µM: 683; Myeloid diff MLP GFP+ MAC1+ %: 0.6

Results for COc1ccc(C(=O)NNC(=O)CCCCC(=O)NNC(=O)c2ccc(OC)cc2)cc1 ?
NOD2 inhibition: -12.9%; HIV fusion peptide: -2.2%; SIAH1 antagonists: -6.5%; Myeloid diff MLP: inactive; Lipid droplet: 45.4; AID2073: -10.2%; LYP inhibition: -3.0%; Dengue-2 NS5 capping: -9.9%; XIAP antagonists: -18.2%; Lipid droplet cells 6.5 µM: 665; Myeloid diff MLP GFP+ MAC1+ %: 0.6

What do the screens show for `COCC(C)NC(=O)NC1(C(F)(F)F)Oc2ccc(Cl)cc2O1` (centres undefined)?
NOD2 inhibition: -28.7%; HIV fusion peptide: 3.5%; SIAH1 antagonists: -2.1%; Myeloid diff MLP: inactive; AID2073: -5.3%; LYP inhibition: 10.1%; Dengue-2 NS5 capping: 3.9%; XIAP antagonists: -0.5%; Myeloid diff MLP GFP+ MAC1+ %: 0.8

Results for COc1ccc(N2CCN(C(=O)COc3ccccc3)CC2)cc1 ?
NOD2 inhibition: 9.3%; HIV fusion peptide: 1.2%; SIAH1 antagonists: 0.8%; AID2073: -8.3%; LYP inhibition: 6.2%; XIAP antagonists: -4.1%

What do the screens show for `Cc1ccccc1-c1nnn(CC(=O)Nc2ccc3c(c2)OCCO3)n1`?
NOD2 inhibition: -27.3%; HIV fusion peptide: -2.2%; SIAH1 antagonists: -6.1%; Myeloid diff MLP: inactive; Lipid droplet: 10.4; AID2073: -6.8%; LYP inhibition: -8.6%; Dengue-2 NS5 capping: 3.0%; XIAP antagonists: -1.1%; Lipid droplet cells 6.5 µM: 735; Myeloid diff MLP GFP+ MAC1+ %: 0.3

What do the screens show for `COc1cc(/C=N/NC(=S)Nc2cccnc2)cc(OC)c1OC`?
NOD2 inhibition: 15.4%; HIV fusion peptide: -2.9%; SIAH1 antagonists: -5.9%; Myeloid diff MLP: inactive; Lipid droplet: 3.2; AID2073: -3.9%; LYP inhibition: 1.6%; Dengue-2 NS5 capping: -4.4%; XIAP antagonists: -5.4%; Lipid droplet cells 6.5 µM: 742; Myeloid diff MLP GFP+ MAC1+ %: 0.1

Results for COc1cccc(NC(=O)CSCc2n[nH]c(=O)[nH]2)c1 ?
NOD2 inhibition: 6.6%; HIV fusion peptide: -2.5%; SIAH1 antagonists: 5.3%; Myeloid diff MLP: inactive; Lipid droplet: 15.2; AID2073: -0.3%; LYP inhibition: -4.7%; Dengue-2 NS5 capping: -0.7%; XIAP antagonists: 0.1%; Lipid droplet cells 6.5 µM: 698; Myeloid diff MLP GFP+ MAC1+ %: 2.1

What do the screens show for `CCN(CC)C(=O)Sc1cccc2cccnc12`?
NOD2 inhibition: -3.9%; HIV fusion peptide: -2.6%; SIAH1 antagonists: 1.1%; Myeloid diff MLP: inactive; Lipid droplet: 7.7; AID2073: 2.7%; LYP inhibition: -6.4%; Dengue-2 NS5 capping: 5.5%; XIAP antagonists: -3.5%; Lipid droplet cells 6.5 µM: 770; Myeloid diff MLP GFP+ MAC1+ %: 9.5

Results for O=C1N=C(N2CCCCC2)S/C1=C\c1ccccc1F ?
NOD2 inhibition: -17.4%; HIV fusion peptide: -0.9%; SIAH1 antagonists: 6.6%; Myeloid diff MLP: inactive; Lipid droplet: -0.7; AID2073: -2.6%; LYP inhibition: -5.7%; Dengue-2 NS5 capping: -16.7%; Lipid droplet cells 6.5 µM: 835; Myeloid diff MLP GFP+ MAC1+ %: 0.7

Results for Cc1ccc(S(=O)(=O)N2CCN(C(=O)C(F)(F)F)C2c2ccc(N(C)C)cc2)cc1 (centres undefined) ?
NOD2 inhibition: -2.4%; HIV fusion peptide: 0.4%; SIAH1 antagonists: -1.2%; Myeloid diff MLP: inactive; Lipid droplet: -10.6; AID2073: -0.4%; LYP inhibition: -7.9%; Dengue-2 NS5 capping: -2.5%; Lipid droplet cells 6.5 µM: 787; Myeloid diff MLP GFP+ MAC1+ %: 0.6

What do the screens show for `CCOCCCNC(=O)C1(O)c2cc(Br)ccc2NC(=O)N1c1ccc(CC)cc1` (centres undefined)?
NOD2 inhibition: 13.5%; HIV fusion peptide: 1.0%; SIAH1 antagonists: 6.8%; Myeloid diff MLP: inactive; AID2073: 2.4%; LYP inhibition: -7.6%; Dengue-2 NS5 capping: -9.8%; Myeloid diff MLP GFP+ MAC1+ %: 0.3

How did Cc1cc(F)ccc1NC(=O)CCCN(C)S(=O)(=O)c1ccc(F)cc1 do in these assays?
NOD2 inhibition: 8.5%; HIV fusion peptide: -0.1%; SIAH1 antagonists: -2.1%; Myeloid diff MLP: inactive; Lipid droplet: -31.7; AID2073: 11.2%; LYP inhibition: -8.5%; Dengue-2 NS5 capping: -5.9%; Lipid droplet cells 6.5 µM: 796; Myeloid diff MLP GFP+ MAC1+ %: 0.6

Results for COC(=O)C(c1ccccc1)N(Cc1cccc(CN(C(C(=O)OC)c2ccccc2)S(C)(=O)=O)c1)S(C)(=O)=O (centres undefined) ?
NOD2 inhibition: -4.4%; HIV fusion peptide: -0.8%; SIAH1 antagonists: 0.5%; Myeloid diff MLP: inactive; Lipid droplet: -2.5; AID2073: -5.1%; LYP inhibition: -8.4%; Dengue-2 NS5 capping: -4.8%; Lipid droplet cells 6.5 µM: 763; Myeloid diff MLP GFP+ MAC1+ %: 0.9

Results for COc1ccc(/C=C2\Oc3cc(OCC(=O)N4CCC[C@H]4C(=O)O)ccc3C2=O)c(OC)c1 ?
NOD2 inhibition: -9.9%; HIV fusion peptide: 13.7%; SIAH1 antagonists: -1.4%; Myeloid diff MLP: inactive; Lipid droplet: -7.2; AID2073: 4.5%; LYP inhibition: 4.1%; Dengue-2 NS5 capping: -39.1%; Lipid droplet cells 6.5 µM: 792; Myeloid diff MLP GFP+ MAC1+ %: 1.6

How did COC(=O)c1ccc(OC)c(Cn2c(=O)n(C)c(=O)c3ccccc32)c1 do in these assays?
NOD2 inhibition: 8.9%; HIV fusion peptide: 1.2%; SIAH1 antagonists: -2.1%; Myeloid diff MLP: inactive; Lipid droplet: 1.2; AID2073: 9.4%; LYP inhibition: -17.6%; Dengue-2 NS5 capping: -5.2%; Lipid droplet cells 6.5 µM: 825; Myeloid diff MLP GFP+ MAC1+ %: 0.6

How did CN(C)C(=O)COC(=O)c1cccc(S(=O)(=O)Nc2ccc(OCc3ccccc3)cc2)c1 do in these assays?
NOD2 inhibition: 10.1%; HIV fusion peptide: 2.8%; SIAH1 antagonists: -3.0%; Myeloid diff MLP: inactive; Lipid droplet: -7.3; AID2073: 2.0%; LYP inhibition: 4.7%; Dengue-2 NS5 capping: -5.9%; Lipid droplet cells 6.5 µM: 725; Myeloid diff MLP GFP+ MAC1+ %: 1.3
